PL biosyn Enam = blocks phospholipid synthesis in CHO cells, Enamine compounds. ZR-82 CHO cells, pyrene fatty acid UV survival, CellTiter Blue; peroxisome-deficient CHO-K1 mutant line; plus DGAT-1, DGAT-2 and ACAT inhibitors. calls only at 10 µM. hit rate 0.4% among 20,000;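 active means cell survival signal 2 SD away from solvent-only control wells, confirmed on one or two retests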;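 further: 3 h compound exposure then viability read about one day after UV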
Calls only; i = inactive. Some of the compounds tested; rates above refer to the full screens.

| structure | PL biosyn Enam |
| --- | --- |
| CC(NC(=O)CC12CC3CC(CC(C3)C1)C2)C(=O)O (stereo not drawn) | i |
| O=C(/C=C/c1cccs1)NC1CC1 | i |
| Cc1cc(N)n(CCO)n1 | i |
| Clc1ccc(C2CC(c3ccc(Cl)cc3)n3nnnc3N2)cc1 (stereo not drawn) | i |
| O=C(C1CCN(c2ncnc3sccc23)CC1)N1CCCCCC1 | i |
| Clc1ccc(-c2c[n+]3c(n2-c2ccccc2)SCC3)cc1 | i |
| FC(F)(F)c1cc(Cl)c2nnc(SCc3nnc(-c4ccc(Br)cc4)o3)n2c1 | i |
| Cn1ccsc1=NC(=O)c1ccc(CS(C)(=O)=O)cc1 | i |
| O=[N+]([O-])c1cc(S(=O)(=O)N2CCOCC2)ccc1Nc1ccc(Br)cc1 | i |
| O=S(=O)(Nc1nc2ccccc2nc1Nc1ccc(Br)cc1)c1cccc2nsnc12 | i |
| O=S(=O)(c1ccc2c(c1)OCCO2)N1CCCSc2ccccc21 | i |
| CC(C)CCN(CCC(C)C)CC(C)(C)NS(=O)(=O)c1ccc(Cl)cc1 | i |
| CNC(=O)NC(=O)CSc1nnc(Cc2cccs2)n1C1CC1 | i |
| N=C1c2ccccc2CN1c1ccc(OC(F)(F)F)cc1 | i |
| CN(C)C(=O)c1ccc([N+](=O)[O-])o1 | i |
| O=C(Cn1cnc2sccc2c1=O)NC(=O)NC12CC3CC(CC(C3)C1)C2 | i |
| O=C(O/N=C1\Sc2ccccc2C1=O)c1ccccc1 | i |
| S=C(NC1CCSc2ccccc21)NC1CC2CCC1C2 (stereo not drawn) | i |
| CCN(CC)S(=O)(=O)c1ccc(N=Nc2sc(N)nc2C)cc1 | i |
| Clc1ccc(OCCSc2ncccn2)cc1 | i |
| C=CCn1c(CSc2ccccc2)nc2ccccc21 | i |
| Cc1nn(CC(C)C)c2sc(C(=O)NC3(C)CCS(=O)(=O)C3)cc12 (stereo not drawn) | i |
| O=C(CN1CCCC1)NC(=O)NC1CCCC1 | i |
| CCCn1c(N)c(C(=O)CSc2nnc(C3CC3)n2C2CC2)c(=O)[nH]c1=O | i |
| COc1ccc(S(=O)(=O)N2CCCC2)c2ccccc12 | i |

Grouped by structure: the compounds so far with fluorine
| structure | PL biosyn Enam |
| --- | --- |
| FC(F)(F)c1cc(Cl)c2nnc(SCc3nnc(-c4ccc(Br)cc4)o3)n2c1 | i |
| N=C1c2ccccc2CN1c1ccc(OC(F)(F)F)cc1 | i |

Further results follow:
| structure | PL biosyn Enam |
| --- | --- |
| Cc1nnc(SCc2cc(Cl)c3c(c2)OCCO3)s1 | i |
| Cc1nn(CC(=O)N2CCC(C)CC2)c(C)c1S(=O)(=O)NC(C)(C)C | i |
| Cc1cc(C(F)F)c2c3ccccc3n(C)c2n1 | i |
| O=S(=O)(c1ccc2oc(SCc3cn4cc(Cl)ccc4n3)nc2c1)N1CCOCC1 | i |
| O=[N+]([O-])c1cc2c(c(CSc3nn(-c4ccccc4)c(=S)s3)c1)OCOC2 | i |
| COCCn1c(C)cc(C(=O)COC(=O)Cn2nc(C)c([N+](=O)[O-])c2C)c1C | i |
| CCN(CC)c1nc2ccccc2[nH]1 | i |
| c1csc(-c2nnc(CSc3nnc(CN4CCCC4)o3)o2)c1 | i |
| Cc1nc(SCC(=O)NC(N)=O)n(CC(C)C)c1C | i |
| Cc1nc(NN2C(=O)NC3(CCCCC3)C2=O)c2c(C)c(C)sc2n1 | i |
| S=C(Nc1ccc2cn[nH]c2c1)NC1CCCCC1 | i |
| Cn1c(SCc2nc(-c3cccs3)no2)nnc1-c1ccco1 | i |
| Clc1cc(Br)ccc1Oc1ncnc2sccc12 | i |
| CC1CC(C)(C)CC2(C1)NC(=O)N(Cc1cc(=O)n3ccsc3n1)C2=O (stereo not drawn) | i |
| c1ccc(-c2[nH]c3ccccc3c2-c2ccc3ccccc3n2)cc1 | i |
| c1ccc2c(c1)sc1nnc(Sc3ncnc4sc5c(c34)CCCC5)n12 | i |
| Cc1cc(/C=N/Nc2ccc(Cl)c(Cl)c2)c(C)n1-c1ccc(I)cc1 | i |
| CCn1c2ccccc2c2cc(P(=Nc3ccc(S(N)(=O)=O)cc3)(N3CCCC3)C(C)(C)C)ccc21 (stereo not drawn) | i |
| c1ccc(-c2nc(CSc3nnc(-c4ccccc4)c4ccccc34)cs2)cc1 | i |
| COc1ccc(NC(=S)N=Nc2c(O)[nH]c3ccc(F)cc23)cc1OC | i |
| CN=c1scc(-c2ccc(Cl)cc2Cl)n1/N=C/c1cc(OC)c(O)c(OC)c1 | i |
| c1ccc(NN=C2CCCCCCC2)nc1 | i |
| COCCn1c(C)cc(C(=O)COC(=O)c2ccc(Br)o2)c1C | i |
| Brc1ccc(-c2cn3c(n2)SCC3)cc1 | i |
| CSc1ccc(OCc2nnc(-c3cccs3)o2)cc1 | i |
| Brc1ccc(-c2nnc(CSc3nc4ccccc4o3)o2)cc1 | i |
| O=C(OCc1cc(=O)n2ccsc2n1)C1=COCCO1 | i |
| Cc1cc(C)n2cc(CSc3nnc(SCc4cn5c(C)cc(C)nc5n4)s3)nc2n1 | i |
| O=C(CSc1nnc(SCC(=O)NC2CCCC2)s1)NC1CCCC1 | i |
| CCCCN(C(=O)Cc1c(C)n[nH]c1C)c1c(N)n(CCC)c(=O)[nH]c1=O | i |
| Clc1ccc(-c2noc(CSc3nncs3)n2)cc1 | i |
| O=C(OCc1cc(=O)n2c3c(sc2n1)CCCC3)c1cc(=O)c2ccccc2[nH]1 | i |
| CC(C)(C)c1ccc(/C=C/c2ccc3c(Cl)cc(Cl)c(O)c3n2)cc1 | i |
| Clc1ccc(CN2c3cc(Cl)ccc3N3CCCC32)cc1 (stereo not drawn) | i |
| CCOCCCn1c(=S)[nH]c2sc(C)c(C)c2c1=O | i |
| CC1CN(c2nn(C)c(=O)n(C)c2=O)CC(C)O1 (stereo not drawn) | i |
| Clc1c(Cl)c(C[P+](c2ccccc2)(c2ccccc2)c2ccccc2)c(Cl)c(Cl)c1C[P+](c1ccccc1)(c1ccccc1)c1ccccc1 | i |
| COc1ccc(Nc2nc(N)nc(CSc3nc4cc(OC)ccc4s3)n2)cc1 | i |
| CCC1CCCCN1CC(O)COCCC12CC3CC(CC(C3)C1)C2 (stereo not drawn) | i |
| COc1cc(-c2nnc(CSc3ncccn3)o2)cc(OC)c1OC | i |
| CCC(c1nnc(Sc2nc(C)nc3sc4c(c23)CCCC4)n1CCN1CCOCC1)N(C)C (stereo not drawn) | i |
| CC(C)CN(CC(C)C)C(=O)CSc1ncn[nH]1 | i |
| S=C1Nc2ccc(Cl)c3cccc1c23 | i |
| NC1CCSc2ccc(Cl)cc21 (stereo not drawn) | i |
| CN(Cc1cc(=O)n2cc(Br)ccc2n1)C1CCCc2ccccc21 (stereo not drawn) | i |
| Nc1ncc(N=Nc2cccc(C(F)(F)F)c2)s1 | i |
| C=C(Cl)CSc1nc(CC(=O)OC)cc(=O)[nH]1 | i |
| c1ccc(-c2cc(-c3nnc4n3-c3ccccc3SC4)c3ccccc3n2)nc1 | i |
| Nc1nc(C(F)(F)F)nn1C(=O)c1ccc(Br)o1 | i |
| CN1CCN(Nc2ncnc3scc(-c4ccc(F)cc4)c23)CC1 | i |

New compounds follow:
| structure | PL biosyn Enam |
| --- | --- |
| Cc1cc2nc(/C=C/c3c(C)noc3C)sc2cc1C | i |
| N=C1c2ccccc2CN1c1ccc(Cl)c(S(=O)(=O)Nc2cccc(Cl)c2)c1 | i |
| Cc1cc(N=c2sc(-c3ccccc3)c(-c3ccccc3)s2)ccc1I | i |
| CCOC(=O)c1c(C)[nH]c(C(=O)COC(=O)C23CC4CC(CC(Cl)(C4)C2)C3)c1C | i |
| CNS(=O)(=O)c1cc(C(=O)O)n(C)c1 | i |
| Cc1cc(/C=C/C(=O)O)c(C)n1C1CC1 | i |
| O=C(C1=C2SC=C(c3ccc(Br)cc3)N2CC1)c1ccc2c(c1)OCO2 | i |
| CN1CCN(C(=S)N=P(N2CCOCC2)(N2CCOCC2)C(C)(C)C)CC1 | i |
| CCCCN(C(=O)C(C)C)c1c(N)n(CCC)c(=O)[nH]c1=O | i |
| O=C1CC(=O)CC2(CCCC2)C1 | i |
| CCOC(=O)/C(=C/c1ccco1)C(C)=O | i |
| Cc1nn(-c2ccccc2)c2c1P(=Nc1ccccc1C(F)(F)F)(N1CC(C)OC(C)C1)N(C1CC1)C(c1ccccc1F)=N2 (stereo not drawn) | i |
| O=S(=O)(Nc1ccc2cn[nH]c2c1)c1cc(Br)ccc1Br | i |
| NCc1ccc(Cn2ccnc2)cc1 | i |
| O=c1oc2ccccc2nc1C=C(O)c1ccccc1 | i |
| CCCn1c(=O)c2c(=S)nc(C)[nH]c2n(CCC)c1=O | i |
| O=S1(=O)N=C(N2CCN(S(=O)(=O)c3ccc4c(c3)OCCO4)CC2)c2ccccc21 | i |
| O=c1[nH]c(CSc2nnc(-c3ccco3)n2C2CCCCC2)nc2ccsc12 | i |
| COc1cc(S(=O)(=O)Nc2ccc(I)cc2)ccc1N | i |
| FC(F)Oc1ccc(N=C2SCC3CCCCN23)cc1 (stereo not drawn) | i |
| NS(=O)(=O)c1ccc(NN=C2CCCC2)c([N+](=O)[O-])c1 | i |
| C1=CC(c2ccc(/C=N/Nc3nc4ccccc4s3)s2)CC1 (stereo not drawn) | i |
| O=S1(=O)c2cccc3cccc(c23)N1Cc1ccc(-c2nnco2)cc1 | i |
| Fc1c(F)c(F)c(N=Cc2ccc(N3CCOCC3)cc2)c(F)c1F | i |
| NC(CCCc1ccccc1)c1ccccc1 (stereo not drawn) | i |

Part of the list above, as labelled records:
Cc1cc2nc(/C=C/c3c(C)noc3C)sc2cc1C
  PL biosyn Enam = i

N=C1c2ccccc2CN1c1ccc(Cl)c(S(=O)(=O)Nc2cccc(Cl)c2)c1
  PL biosyn Enam = i

A different layout for two compounds above:
COc1cc(S(=O)(=O)Nc2ccc(I)cc2)ccc1N
  PL biosyn Enam: i
Cc1nn(-c2ccccc2)c2c1P(=Nc1ccccc1C(F)(F)F)(N1CC(C)OC(C)C1)N(C1CC1)C(c1ccccc1F)=N2 (stereo not drawn)
  PL biosyn Enam: i

Other results follow.
| structure | PL biosyn Enam |
| --- | --- |
| NC1=Nc2ccccc2CC1 | i |
| CCOC(=O)NCNC(=O)OCC | i |
| CC1(C2CC2)NC(=O)N(CC(=O)N2CCN(S(=O)(=O)c3cccs3)CC2)C1=O (stereo not drawn) | i |
| O=P1(Nc2ccccc2C(F)(F)F)C=C(c2ccccc2)OC(c2ccccc2)=C1 | i |
| CS(=O)(=O)NCCNc1ccc([N+](=O)[O-])cc1 | i |
| O=S(=O)(c1cccs1)N1CCN(CC(O)CN2CCOCC2)CC1 (stereo not drawn) | i |
| COc1cc(NS(=O)(=O)c2ccc(OC(F)(F)F)cc2)cc(OC)c1 | i |
| CC(C)OCCCNC(N)=O | i |
| CN(C)S(=O)(=O)c1ccc(S(=O)(=O)Nc2ccc(S(N)(=O)=O)cc2)cc1 | i |
| CC(C)c1ccc(-n2nnnc2SC(C)c2nnc(-c3ccc([N+](=O)[O-])cc3)o2)cc1 (stereo not drawn) | i |
| O=P1(N/N=C/c2ccncc2)C=C(c2ccccc2)OC(c2ccccc2)=C1 | i |
| O=C1OC(c2ccccc2)=N/C1=C/c1cc2ccccc2c2ccccc12 | i |
| CCOC(=O)c1c(NC(=O)C2CCC2)sc(C)c1C | i |
| Cn1c(=O)[nH]c(=O)c2c1nc(N1CCCCC1)n2CCOC(=O)CCC(=O)O | i |
| O=C(OCC(=O)c1ccc(Br)s1)c1ccc(Br)o1 | i |
| Cc1cc2c(cc1C)CSC(c1ccc(N(C)C)cc1)SC2 | i |
| O=S(=O)(Nc1ccccc1Br)c1ccccc1Br | i |
| COCCNC(=O)NC(=O)CSc1nnc(C(F)(F)F)n1C | i |
| CNC(=S)Nc1sc2c(c1C(N)=O)CCC(C)C2 (stereo not drawn) | i |
| O=C(O)/C=C/C1=Cc2ccccc2OC1 | i |
| CCN(CC(=O)NC1CCS(=O)(=O)C1)Cc1nc2sc3c(c2c(=O)[nH]1)CCC3 (stereo not drawn) | i |
| O=C1C2C3C=CC(C3)C2C(=O)N1c1ccc2ccccc2c1 (stereo not drawn) | i |
| C[n+]1c2ccccc2n2ccsc21 | i |
| Oc1cccc2ccc(/C=C/c3ccc(C(F)(F)F)cc3)nc12 | i |
| Brc1cc2c(cc1COc1ccc(-c3nnco3)cc1)OCCO2 | i |
| Cc1n[nH]c(C)c1S(=O)(=O)N1CCN(S(=O)(=O)c2ccc3c(c2)OCCO3)CC1 | i |
| Clc1ccc2nnn(OCc3nnc(-c4ccccc4Br)o3)c2c1 | i |
| O=C(CSc1ncnc2sc3c(c12)CCC3)N1CCCCC1 | i |
| O=S(=O)(c1ccc(F)cc1)N1CCCC(C(F)(F)F)C1 (stereo not drawn) | i |
| O=C(c1cc2c(=O)n3ccccc3nc2s1)N1CCCC1 | i |
| O=C1CNC(=S)N1c1ccccc1F | i |
| CC(C)(C)c1ccc(NP2(=O)C=C(c3ccccc3)SC(c3ccccc3)=C2)cc1 | i |
| CC1CCN(c2cn[nH]c(=O)c2Cl)CC1 | i |
| O=c1c2ccccc2nc2c3ccccc3c(NCc3ccccn3)nn12 | i |
| O=c1c2ccccc2sn1CN1CCN(S(=O)(=O)c2ccc3c(c2)CCC3)CC1 | i |
| O=C1C2=C(Nc3ccccc3SC2c2cccs2)c2ccccc21 (stereo not drawn) | i |
| O=C(O)Cc1nn[nH]n1 | i |
| C=CCN1C(=O)S/C(=C\c2ccc(N3CCOCC3)o2)C1=O | i |
| CC1=C/C(=N\Nc2ccc(C(F)(F)F)cn2)CC(C)(C)C1 | i |
| O=S(=O)(NC12CC3CC(CC(C3)C1)C2)c1ccc2c(c1)OCCO2 | i |
| Cc1sc2[nH]c(=S)n(CC(C)C)c(=O)c2c1C | i |
| O=[N+]([O-])c1cc2c(c(COc3ncnc4c(Cl)cc(Cl)cc34)c1)OCOC2 | i |
| O=C(O)C12Nc3ccccc3C(C(=O)O)(Nc3ccccc31)O2 | i |
| NC(=O)c1c(NC(=O)CSc2nnc(N)s2)sc2c1CCC2 | i |
| COc1cc(/C=N/N2CCOCC2)cc(OC)c1OC | i |
| Cc1cc([N+](=O)[O-])cc[n+]1[O-] | i |
| CCCCn1c(N)c(N(Cc2ccco2)C(=O)CC)c(=O)[nH]c1=O | i |

Screening results (PubChem)
